# Mito fusion act: inhibitors of mitochondrial division or activators of mitochondrial fusion. S. cerevisiae fusion-defective mutant growth rescue, CellTiterGlo 48 h. Potency, µM (titrated, usually from 46.1 µM), inactives show at the highest dose growth rescue (activation), usual class: activators. hit rate 0.23% among 320,000;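 further: potency means the concentration at half of the fitted maximal effect; % of control where 0% means no effect; nearly all actives have a fitted effect of over 45% in size; temperature-sensitive fusion mutants such as fzo1-1 at 37 °C on non-fermentable ethanol glycerol medium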
#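 S. cerevisiae fusion-defective temperature-sensitive mutants (e.g. fzo1-1, mgm1-5) grown 48 h at 37C in YPEG (ethanol/glycerol non-fermentable) medium with 23 nl compound per well; growth rescue read as CellTiterGlo luminescence.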
# ELG1 repair inh: blocks ELG1-dependent DNA repair in HEK293T cells | AID 504467 | hit rate 2.3% among 330,000 | Potency, µM (series often up to 46.1 µM), without a hit: at the top dose activity change, negative = inhibition, most hits filed as inhibitors | HEK293T ELG1-luciferase reporter, luminescence, 16 h; DNA damage induced by 5-fluorouridine; further: potency means the concentration at half of the fitted maximal effect; on the % scale 0 is the no-effect control and ±100 the full control effect; nearly all actives have a fitted effect of over 55% in size
#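 Quantitative HTS, concentration-response format. 2,000 cells/well co-treated with 5-fluorouridine and compound, 16 hr in 5% CO2 at 37 °C; ONE-Glo luminescence read after 30 min.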
# USP2a block: inhibitors of human ubiquitin-specific protease USP2a; O75604; USP2 core, Ub-CHOP2 coupled fluorogenic reporter, 485/531; Potency, µM (titrated, usually from 38.3 µM), for inactives: top-dose activity change, negative = inhibition, most hits filed as inhibitors; hit rate 0.01% among 330,000;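 further: potency means the concentration at half of the fitted maximal effect; plate controls were DMSO wells for no effect and full inhibition by NEM control for full effect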
#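 USP2 core (10nM final) preincubated 30min RT with compound in 20mM Tris-HCl pH 8.0, 2mM CaCl2, 2mM beta-mercaptoethanol, 0.05% CHAPS; 25nM Ub-CHOP2 plus 25nM reporter substrate added, fluorescence (Ex485/Em531) read after 60min.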
# Eya2 inh: inhibitors of human Eya2 phosphatase activity; hit rate 0.006% among 330,000; recombinant Eya2, OMFP fluorescence dephosphorylation (OMFP is methylfluorescein phosphate); AID 488837; O00167; Potency, µM (top dose mostly 76.9 µM), for the others: top-dose activity, negative = inhibition, most hits filed as inhibitors; further: potency means the concentration at half of the fitted maximal effect; on the % scale 0 is the no-effect control and ±100 the full control effect
#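 Eya2 (0.2 uM) preincubated 10 min at ambient with compound, then OMFP substrate added at 50 uM; 10 min reaction in 50 mM HEPES pH 7.5, 50 mM NaCl, 5 uM MgCl2, 0.05% BSA, 1 mM DTT. Fluorescence read at Ex 485/Em 525 nm.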
# TSHR antag: human thyrotropin receptor antagonism; P16473; activity change, negative = inhibition, % at 11.5 µM; TSHR-expressing cells, TSH-stimulated cAMP HTRF, 2 h; hits give low values; hit rate 0.2% among 330,000;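 active means activity change below a set negative limit, meaning inhibition stronger than a set level, cut at about -70% in these data; inconclusive means activity change between two set negative limits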; further: on the % scale 0 is the no-effect control and ±100 the full control effect
# Target sequence (P16473 whole entry, looked up): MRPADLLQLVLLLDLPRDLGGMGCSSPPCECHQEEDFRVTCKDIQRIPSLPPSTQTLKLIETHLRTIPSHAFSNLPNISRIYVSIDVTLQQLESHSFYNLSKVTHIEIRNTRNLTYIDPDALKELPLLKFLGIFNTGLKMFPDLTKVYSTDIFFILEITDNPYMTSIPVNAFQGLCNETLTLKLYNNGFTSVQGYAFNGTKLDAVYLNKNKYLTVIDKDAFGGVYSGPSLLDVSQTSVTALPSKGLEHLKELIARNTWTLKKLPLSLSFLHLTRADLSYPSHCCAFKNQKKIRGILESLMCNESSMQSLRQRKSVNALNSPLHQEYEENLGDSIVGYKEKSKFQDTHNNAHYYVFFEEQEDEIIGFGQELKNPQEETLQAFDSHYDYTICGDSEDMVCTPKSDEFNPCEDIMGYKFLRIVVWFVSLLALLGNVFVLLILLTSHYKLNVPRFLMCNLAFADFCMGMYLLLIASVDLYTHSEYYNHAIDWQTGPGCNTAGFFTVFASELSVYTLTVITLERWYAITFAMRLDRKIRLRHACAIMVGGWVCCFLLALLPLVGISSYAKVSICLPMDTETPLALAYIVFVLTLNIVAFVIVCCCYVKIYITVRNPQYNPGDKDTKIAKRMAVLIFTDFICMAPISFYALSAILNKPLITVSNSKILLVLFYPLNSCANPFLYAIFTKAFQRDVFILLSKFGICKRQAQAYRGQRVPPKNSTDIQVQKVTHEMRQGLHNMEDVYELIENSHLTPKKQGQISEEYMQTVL
#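 TSHR-expressing cells were treated with compounds, then stimulated with TSH at EC80 (4nM final) for 2 hours at 37 deg C. Cellular cAMP was measured by HTRF competition between lysate cAMP and cAMP-d2 for a cryptate-labelled anti-cAMP antibody.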
# TRPV1 ag: activates the human vanilloid receptor TRPV1 | Q8NER1 | AID 540275 | TRPV1-expressing cells, Fluo-8 calcium influx, agonist mode | hit rate 0.19% among 320,000 | activation, % at 8.33 µM; in the data active means activation above about 80%; inconclusive means between about 30% and that limit; further: 0% is about no effect
#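 Cells expressing TRPV1 were dye-loaded with Fluo-8 and read kinetically: 10 s baseline, 3 min after compound (agonist portion), then 2 min after EC20 capsaicin (allosteric enhancer portion). Calcium-bound dye fluorescence at 480/520 nm.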
# AT treatment: candidate therapy for ataxia-telangiectasia; […] A-T fibroblasts, KAP-1 phosphorylation AlphaLISA; neocarzinostatin DNA damage 30 min before lysis; Potency, µM (highest dose often 57.5 µM), for the others: top-dose activation, hits mostly activators; hit rate 0.19% among 320,000; AID 485349; further: potency means the concentration at half of the fitted maximal effect; % of control where 0% means no effect; nearly all actives have a fitted effect of over 45% in size
#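 ATM-like activity read as KAP-1 phosphorylation via AlphaLISA donor/acceptor antibody pairs after lysis and 6 hr at 25C. Cells were ATM-null patient fibroblasts ([…], hTERT), dosed 60 min, then exposed to the DSB inducer NCS for 30 min.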
# KCNH2 3.1 block: blocks the human KCNH2 3.1 channel isoform | hit rate 0.95% among 340,000 | activity change, % (tested at about 1.8 µM) | U2OS KCNH2 3.1, thallium flux FluxOr; hits give low values;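 active means maximum activity change below -70%; inconclusive means maximum activity change from -70% to -50%; inactive means maximum activity change above -50%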;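 further: thallium influx rate constant from kinetic fluorescence after stimulation buffer; on the % scale 0 is the no-effect control and ±100 the full control effect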
#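 FluxOr-based Tl+ influx in U2OS cells transduced with KCNH2 3.1 virus; rate constants normalized to DMSO controls.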
# TCR activator: activators of T cell receptors. primary human leukocytes, anti-CD3, IL-2 HTRF, 48 h. Potency, µM (doses to about 9.22 µM), for the others: at the top dose activation of IL-2 secretion, usual class: activators. 330,000 tested, under 10 active. AID 504894; further: % of control where 0% means no effect
#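 48 hr co-incubation of compounds, a-CD3 beads and primary human leukocytes; IL-2 quantified homogeneously by HTRF with anti-IL-2 K and d2 conjugates.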
# KCNH2 WT inh: blocks the wildtype human KCNH2 potassium channel. Q12809. U2OS, BacMam KCNH2, thallium flux FluxOr; hits give low values. activity change, % at 1.84 µM. hit rate 0.37% among 340,000. AID 720551;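 active means maximum activity change below -70%; inconclusive means maximum activity change between -70% and -50%; inactive means maximum activity change above -50%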; further: on the % scale 0 is the no-effect control and ±100 the full control effect
#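 U2OS cells were transduced with wild-type KCNH2 virus (2.03 x 10^8 / mL) for 4 h at room temperature, then cultured overnight at 37 C. Thallium flux was read with FluxOr dye. Rate constants were normalized to DMSO controls.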
# Starred values were filed as active, the others as inactive; ? = inconclusive; / = no result given; [ ] = another dose, or the depositor's remark. Unless noted, the call rests on the fitted dose curve; in most records, active means well fitted curve in the direction sought with a large enough effect; inconclusive means small, poorly fitted or top-dose-only effect, or another doubt; inactive means no such curve, though single readings can be large; an effect the other way counts as inactive or inconclusive.
compound	Mito fusion act	ELG1 repair inh	USP2a block	Eya2 inh	TSHR antag	TRPV1 ag	AT treatment	KCNH2 3.1 block	TCR activator	KCNH2 WT inh
FC(F)(F)c1ccc2c(c1)[nH]c(=S)n2C1CC1	-2%	8%	-1%	0%	-2	-4	2%	-201*	-1%	-162*
CN(Cc1nc2ccccc2n1C)c1ccccc1	-9%	0%	0%	-2%	0	13	0%	0	-2%	3
CC(C)CN(C(=O)COC(=O)CCc1c[nH]c2ccccc12)c1c(N)n(Cc2ccccc2)c(=O)[nH]c1=O	-5%	-11%	-2%	17%	-7	-1	9%	27	10%	-4
CC(=O)N1CCN(c2ccc(NCc3cccc(C)c3)cc2)CC1	-6%	25%	-1%	8%	5	-1	-4%	/	4%	/
COc1ccc(/C=N/NC(=O)CN(C2=NS(=O)(=O)c3ccccc32)c2ccccc2)cc1	4%	-2%	0%	5%	-6	-7	-14%	9	-8%[46.1 µM]	-6
CCOc1ccc2nc(/N=C/c3nc(-c4ccccc4)oc3O)sc2c1	0%	?	5%	3%	9	17	-10%	3	0%[46.1 µM]	3
Cc1cc(C(F)F)nn1CC(=O)NCc1ccc(Cl)cc1Cl	1%	-5%	-5%	0%	-1	3	4%	12	4%[46.1 µM]	2
CC(=O)c1cccc(S(=O)(=O)Nc2ccc(N3CCOCC3)cc2)c1	5%	?	1%	-3%	-1	-2	2%	-6	0%	5
COc1ccc(NC(=O)CS(=O)CC(=O)NC2CCCc3ccccc32)cc1 (configuration not stated)	0%	9%	-1%	5%	12	-2	4%	1	/	-3
CCOC(=O)C1CCN(C(=O)C(C)N(c2ccc(Oc3ccccc3)cc2)S(C)(=O)=O)CC1 (configuration not stated)	2%	-7%	1%	0%	-20	4	2%	-6	-1%	-6
CCc1ccc2nc(-c3cccc(C)c3)nc(SCC(=O)NCC3CCCO3)c2c1 (configuration not stated)	4%	-5%	-1%	2%	-18	7	0%	5	-7%	-7
COc1ccc(OC)c(CNc2ccc3c(c2)CCC3)c1	-4%	?	-9%	1%	2	11	21%	1	0%	-19
Cc1coc2c(O)cc3c(c12)OC1(N2CCCCC2)C(=O)NCCCC31 (configuration not stated)	-33%[inhibitor]	-26%	3%	0%	7	-6	6%	18	-3%	-8
CCn1c(CNC(=O)c2ccccc2F)nnc1SCC(=O)Nc1nncs1	-53%[inhibitor]	14%	1%	-2%	1	-1	-2%	-14	3%	0
CCN(CC)C(=O)CN(c1cccc(Br)c1)S(C)(=O)=O	2%	1%	1%	6%	-1	-2	5%	-3	-1%	1
COc1cccc(-c2nn(C)c3sc(C(=O)N4CCN(c5ccccc5)CC4)cc23)c1	8%	?	1%	-4%	-21	-7	5%	-25	-4%	4
O=C(Cn1cnc2c(nnn2Cc2ccc(F)cc2)c1=O)NCc1ccccc1	2%	-25%	9%	0%	-4	1	3%	-3	0%	6
O=C(c1ccc(Cl)c(S(=O)(=O)NCc2cccnc2)c1)N1CCCC1	-1%	6%	1%	9%	11	-1	6%	-21	9%	-8
O=C(O)C1C2CCC(O2)C1C(=O)Nc1ccccc1Br (configuration not stated)	2%	21%	2%	-4%	-3	-2	0%	17	0%	8
OCCC1CN(Cc2cn[nH]c2C2CCCCC2)CCN1C1CCCCC1 (configuration not stated)	0%	4%	2%	-3%	13	1	7%	-7	9%	10
CCOc1ccc(N(CC(=O)Nc2cccc(OC)c2)S(C)(=O)=O)cc1	1%	15%	-1%	-11%	-8	11	22%	6	-11%	2
O=C(CSc1nnc(-c2ccco2)n1-c1ccccc1Cl)Nc1cccc(C(=O)O)c1	1%	18%	-1%	1%	1	1	1%	6	-5%	0
Cc1nc(N2CCN(S(=O)(=O)c3ccccc3C#N)CC2)c2c(-c3cccs3)csc2n1	23%	18µM*	2%	5%	-44	1	-5%	-32	-5%	-6
Cc1cccc(-n2nnnc2SC(C)C(=O)NCCC2=CCCCC2)c1 (configuration not stated)	-5%	-30%	-14%	-7%	13	-3	12%	-7	2%	-2
Cc1ccc(-c2cc(C(=O)NCc3cn(C)nc3C)c3cc(Br)ccc3n2)cc1	7%	-1%	4%	2%	-8	?	-2%	16	-14%[46.1 µM]	3

compound	Mito fusion act	ELG1 repair inh	USP2a block	Eya2 inh	TSHR antag	TRPV1 ag	AT treatment	KCNH2 3.1 block	TCR activator	KCNH2 WT inh
Cc1nnsc1C(=O)Nc1cccc(Cl)c1	6%	19%	2%	6%	1	10	3%	15	4%	-5
CCOC(=O)c1cc2c(ccn2C)n1Cc1ccc(Cl)cc1	16%	8%	-7%	-1%	-10	19	7%	14	2%	/
CN(CC(=O)NCc1ccccc1)CC(=O)Nc1ccc(Cl)c(C(F)(F)F)c1	-17%	-23%	2%	-15%	-26	25	0%	4	7%	-12
O=C(c1ccco1)N1CCN(c2ncnc3c2[nH]c2ccc(Br)cc23)CC1	5%	23µM*	5%	2%	-16	-1	0%	-12	2%	3
CCC(=O)N1c2ccc(S(=O)(=O)CCC(=O)NCCC3=CCCCC3)cc2CC1C (configuration not stated)	3%	-14%	1%	-1%	-1	4	1%	4	-3%	-3
COC(=O)c1cc(CSc2nnc(NC3CCCCC3)s2)oc1C	6%	-22%	1%	-2%	-13	26	-4%	-13	-2%	-4
O=[N+]([O-])c1ccc(CSc2nc3ncc(Br)cc3[nH]2)cc1	-3%	0%	9%	9%	-4	-3	13%	-9	1%	-2
CCNC(=O)COc1cccc2ccccc12	0%	17%	3%	-6%	5	?	4%	-9	-4%	-3
O=C1c2ccccc2C(=O)N1CCCCN(C(=O)c1ccc([N+](=O)[O-])cc1)c1ccc(Cl)cc1	-1%	?	1%	3%	0	-7	3%	?	-12%	8
NC(=Nc1ccc(Cl)cc1)c1ccccc1	1%	?	4%	4%	6	13	-1%	8	0%	-5
COc1ccc(CCNC(=O)C(=O)NCC2OCCN2S(=O)(=O)c2ccc(F)cc2)cc1 (configuration not stated)	8%	?	0%	-1%	21	-3	-1%	-18	1%	-9
COc1ccc(N2CCN(C(CNC(C)=O)c3ccc4c(c3)OCO4)CC2)cc1 (configuration not stated)	14%	26%	0%	4%	42	-1	1%	-16	4%	-10
CCOC(=O)N1CCN(S(=O)(=O)c2ccc3c(c2)C(C)C(=O)N3)CC1 (configuration not stated)	-4%	2%	-1%	21%	-13	5	-1%	11	-2%	-7
COc1ccc(CCN=C(N)NS(=O)(=O)c2ccc3ccccc3c2)cc1	1%	-1%	-4%	-13%	9	-2	1%	21	-3%[46.1 µM]	24
Cc1[nH]n(C(N)=S)c(=O)c1N=Nc1ccc(S(=O)(=O)N2CCCC2)cc1	-4%	?	-6%	-11%	-10	-2	/	0	0%[46.1 µM]	5
O=C(NC1CCCCC1)c1cc2c(cc1Cl)N1CCCCCC1=NS2(=O)=O	1%	-8%	5%	-15%	3	3	4%	-27	7%	-1
CC1=C(C(=O)Nc2cccc(F)c2)C(c2ccsc2)C2=C(CC(C)(C)CC2=O)N1 (configuration not stated)	0%	?	6%	-5%	9	3	7%	-9	6%[46.1 µM]	-7
O=C1CCC(=O)N1CNc1ccc(Oc2ccccc2)cc1	4%	/	/	/	/	0	/	2	/	2
CCOC(=O)C(=O)Nc1nc(-c2ccccc2)c(-c2ccccc2)o1	-4%	1%	-5%	1%	-5	3	0%	3	2%[46.1 µM]	-5
CN(CC(=O)Nc1ccc(F)cc1)C(=O)COc1ccc(C(=O)c2ccccc2)cc1	2%	-21%	2%	-1%	5	5	9%	-3	-4%[46.1 µM]	-4
CC(C)CC(=O)Nc1ccc(C(=O)COC(=O)C2=COCCO2)cc1	-10%	0%	1%	1%	5	1	-2%	-1	6%	-5
Cc1cc(OC(C)C(=O)NCCCN2CCOCC2)ccc1Cl (configuration not stated)	2%	13%	1%	11%	13	1	0%	5	-2%	-4
COc1ccc(C(=O)Nc2ccc(S(=O)(=O)N3CCCCC3)cc2)cc1OC	4%	-9%	3%	-33%	-4	-2	7%	-5	-4%	-3
O=C(O)c1cccc(NC(=O)c2ccccc2NC(=O)c2ccco2)c1	1%	-11%	1%	23%	-6	2	0%	5	-1%	-1
O=C(COC(=O)/C=C/c1ccc(Cl)c(Cl)c1)NC1CCS(=O)(=O)C1 (configuration not stated)	-3%	-21%	1%	4%	-1	1	4%	1	5%	-11
Cc1ccc(C)c(N(CC(N)=O)S(C)(=O)=O)c1	-1%	13%	-2%	5%	0	0	8%	0	1%	2
Cc1nc(-c2ccc(F)cc2)c(CC(=O)N(C)CC(=O)Nc2ccc(F)cc2)s1	0%	19%	3%	24%	1	9	4%	8	9%	3

# From PubChem

# Only part of the results is shown; rates above refer to the full screens.
